Screening results deposited in PubChem BioAssay by several laboratories.
Cardiac RTF inh: cardiac RTF calcium desensitization; P19429+P45379; inhibition, % at 7.15 µM; AID 493244; 340,000 compounds, 0.12% hits; IANBD-labeled cardiac RTF, Ca2+ fluorescence;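 active means inhibition above the mean inhibition of all tested compounds plus 3 SD, cut at about 17% in these data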;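 further: assay run at fixed EC70 calcium of 1.6 mM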
cardiac RTF act: cardiac RTF calcium sensitization; P19429+P45379; IANBD-labeled TnC RTF fluorescence at EC20 calcium; 0% EC20 calcium, 100% full calcium; activation, % at 7.2 µM; 340,000 compounds, 0.24% hits;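 active means activation above the mean over all tested compounds plus 3 SD, cut at about 30% in these data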;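 further: rise in fluorescence read as greater calcium sensitivity of cardiac thin filaments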
Rtt109 HAT inh: blocks Candida albicans Rtt109/Vps75 acetyltransferase activity. Q5AAJ8. purified Rtt109/Vps75, ThioGlo CoA-SH fluorescence, 4 h. inhibition, % at 34.9 µM. 330,000 compounds, 0.16% hits. AID 540336;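 active means inhibition of at least 50% in every replicate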
Target sequence (Q5AAJ8 whole entry, looked up): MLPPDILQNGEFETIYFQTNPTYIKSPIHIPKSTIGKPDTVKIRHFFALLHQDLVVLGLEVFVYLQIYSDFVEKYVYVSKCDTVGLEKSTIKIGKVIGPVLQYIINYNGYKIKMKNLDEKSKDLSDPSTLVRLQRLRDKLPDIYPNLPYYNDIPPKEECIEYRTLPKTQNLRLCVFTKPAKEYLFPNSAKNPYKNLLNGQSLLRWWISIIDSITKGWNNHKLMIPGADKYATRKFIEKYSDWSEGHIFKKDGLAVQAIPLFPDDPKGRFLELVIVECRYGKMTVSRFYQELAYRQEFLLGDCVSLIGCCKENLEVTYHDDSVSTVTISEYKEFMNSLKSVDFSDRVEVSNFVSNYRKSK
dFosB activator: mouse delta FosB homodimer activation; purified delta FosB, TAMRA-CDK5 oligo fluorescence polarization; percent of positive-control signal above neutral wells; activation, % at 25 µM; 340,000 compounds, 0.99% hits;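 active means mean activation above about 17%, with every replicate also reaching it, limit read from the data, passing the limit was not always enough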;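 further: fluorescence polarization rise as delta FosB binds a TAMRA Cdk5 AP-1 oligo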
PvdQ acylase: P. aeruginosa PvdQ acylase inhibition; inhibition, % at 10 µM; 340,000 compounds, 0.063% hits; purified PvdQ acylase, fluorescence plate reader; in the data active means inhibition above about 30%, passing the limit was not always enough;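 further: 0% = vehicle neutral wells and 100% = reference inhibitor wells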
Keap1 Nrf2 FP: inhibitors of human Keap1-Nrf2 protein-protein interaction; Keap1 Kelch-Nrf2 peptide fluorescence polarization, 1536-well; inhibition, % at 9.4 µM; 340,000 compounds, 0.15% hits; AID 504523; in the data active means inhibition above about 12%;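 further: human Keap1 Kelch domain with fluorescein labeled Nrf2 9mer peptide probe; 0% = neutral control wells and 100% = peptide positive control; higher means more block of Keap1 binding to Nrf2 peptide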
Target sequence (Q14145 whole entry, looked up, the tested form may be a part): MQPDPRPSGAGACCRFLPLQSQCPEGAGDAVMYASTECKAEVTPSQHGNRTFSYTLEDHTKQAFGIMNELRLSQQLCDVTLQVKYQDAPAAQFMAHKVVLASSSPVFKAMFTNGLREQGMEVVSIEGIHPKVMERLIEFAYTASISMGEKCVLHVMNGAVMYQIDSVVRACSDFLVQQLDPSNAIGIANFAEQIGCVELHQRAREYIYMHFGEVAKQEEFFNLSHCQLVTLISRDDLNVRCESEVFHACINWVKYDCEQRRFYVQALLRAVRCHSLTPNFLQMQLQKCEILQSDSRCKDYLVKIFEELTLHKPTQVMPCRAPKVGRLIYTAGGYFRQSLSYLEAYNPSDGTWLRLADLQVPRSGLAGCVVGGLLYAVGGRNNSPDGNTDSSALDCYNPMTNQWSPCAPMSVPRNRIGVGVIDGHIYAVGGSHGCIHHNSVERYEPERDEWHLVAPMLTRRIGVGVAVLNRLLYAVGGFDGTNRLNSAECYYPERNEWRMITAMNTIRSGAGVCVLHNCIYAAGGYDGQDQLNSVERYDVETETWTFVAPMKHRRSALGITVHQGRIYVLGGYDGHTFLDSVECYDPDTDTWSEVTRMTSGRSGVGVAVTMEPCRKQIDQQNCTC
Mot1-301 SUMO: blocks SUMOylation pathway, rescuing yeast Mot1-301 growth; S. cerevisiae Mot1-301 growth rescue, ATP luminescence, 38.5C; percent above DMSO median, 100 means doubled; growth rescue, % at 18.8 µM; 320,000 compounds, 1% hits; AID 2716;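 active means every valid replicate shows activation above 250% relative to neutral control wells; inactive means the rest, any valid replicate at or below 250%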;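 further: OY570 slx delta 5 strain wells were the positive control but not used for scaling; some compounds called inactive have numbers as strong as hits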
CDK5 inh: CDK5/p35 (human) kinase inhibition | Q00535+Q15078 | Recombinant CDK5/p35, ADP-Glo luminescence, 60 min | inhibition, % at 10 µM | 330,000 compounds, 0.01% hits | AID 488839;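 active means highest replicate inhibition of at least 50% and at least 75% of replicates reaching 50%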;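 further: plate controls were DMSO neutral control for no effect and GW8510 at 10 µM for full effect; many of its hits are not listed in these tables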
NSD2 HMT inh: NSD2 (human) methyltransferase inhibition | 310,000 compounds, 0.54% hits | NSD2 peptide methylation, AlphaScreen, 120 min | O96028 | inhibition, % at 12.5 µM; in the data active means inhibition above about 50%
LANA DNA inh: blocks KSHV LANA C-terminal domain binding to DNA | MBP-C-LANA/FAM-LBS DNA binding, fluorescence polarization | 340,000 compounds, 0.078% hits | AID 504423 | inhibition, % at 9 µM;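 active means highest replicate inhibition at or above 60% at 9 µM, even if other replicates fall short; inactive means all replicates below 60% inhibition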;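 further: 0% = neutral control wells and 100% = 4 µM acridine orange control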
PfHsp90 yeast 2: inhibits growth of yeast expressing Plasmodium falciparum Hsp90 | AID 504621 | inhibition, % at 9.4 µM | S. cerevisiae expressing PfHsp90, BacTiter-Glo ATP, 48 h; yeast lacking PDR1 and PDR3 efflux regulators | 310,000 compounds, 0.32% hits;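 active means every replicate shows inhibition above about 80%, whatever the replicate mean, limit read from the data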;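 further: 0% = DMSO neutral controls and 100% = 20 µM radicicol positive controls; yeast relying on Plasmodium falciparum Hsp90 in place of its own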
Active calls of the source: *; . = not tested or not shown; + = active, no number.

#	structure	Cardiac RTF inh	cardiac RTF act	Rtt109 HAT inh	dFosB activator	PvdQ acylase	Keap1 Nrf2 FP
1	CC1Cc2cc(/C(O)=C3/C(=O)C(=O)N(CCN4CCOCC4)C3c3cccc(Cl)c3)ccc2O1 (stereo not given)	10	2	20	-9	1	0
2	CCN(CC)S(=O)(=O)c1cccc(NC2=NCC(C)S2)c1 (stereo not given)	-8	-3	-4	-6	-6	-2
3	O=C(C(c1ccccc1)c1ccccc1)N1CCCc2ccccc21	-19	-8	-5	0	-4	-2
4	O=C(Nc1ccccc1Oc1ccccc1)C1=COCCO1	4	-1	2	-2	-2	-2
5	CN(C)CCCNC1=CC(=O)CC(c2ccccc2)C1 (stereo not given)	1	-1	7	-1	-1	-3
6	O=C(CN(CC1CCCO1)S(=O)(=O)c1ccc(S(=O)(=O)NC2CC2)cc1)Nc1ccccc1 (stereo not given)	-2	-5	6	-12	-13	-4
7	COc1cc(OC)c2c(c1)OC(=O)CC2c1cc(OC)c(OC)c(OC)c1 (stereo not given)	-2	5	1	-17	-16	-3
8	C=CCn1c(=O)c2c(nc(Br)n2Cc2ccccc2Cl)n(C)c1=O	-4	0	2	-6	-3	-6
9	Cc1cc(C)c(OCC(=O)N(Cc2ccc(N(C)C)cc2)C2CCS(=O)(=O)C2)c(C)c1 (stereo not given)	-4	8	0	-19	0	-3
10	CCC1=NN(C(=O)c2cccc([N+](=O)[O-])c2)C(O)(c2ccc(C)cc2)C1 (stereo not given)	-6	-3	3	-5	-11	-4
11	O=C(NC1CCCN(CCc2ccccc2)C1)c1c[nH]c2ccccc12 (stereo not given)	-5	-4	12	0	-2	-3
12	Cc1ccc(C(=O)NC(=S)Nc2ccc(S(=O)(=O)N3CCN(C)CC3)cc2)cc1	2	-1	-10	-12	1	1
13	CN(C(=O)CSc1nnc(-c2ccccc2)c(-c2ccccc2)n1)C1CCS(=O)(=O)C1 (stereo not given)	-4	-1	7	-2	-7	-8
14	CC(OC(=O)c1cccc(NS(C)(=O)=O)c1)C(=O)Nc1ccc2c(c1)OCO2 (stereo not given)	4	0	-2	-1	-1	-3
15	CCOC(=O)C(CCCOc1ccc(C(C)CC)cc1)C(=O)OCC (stereo not given)	-1	-3	-7	0	-7	-1

#	Mot1-301 SUMO	CDK5 inh	NSD2 HMT inh	LANA DNA inh	PfHsp90 yeast 2
1	-11	-1.8	0	-0.1	11
2	-6	0.2	1	-0.1	.
3	-11	0.2	-6	2.4	-26
4	13	-0.2	10	-2.6	31
5	.	0.6	.	-0.9	13
6	2	0.2	-1	-0.9	.
7	.	0.8	.	0.8	-9
8	13	-0.9	-1	-0.9	-56
9	-6	-4.0	8	1.1	18
10	-13	-2.2	9	-0.6	-6
11	5	-0.7	3	-0.8	-1
12	-2	1.7	4	2.8	-2
13	-12	-0.7	-1	1.3	5
14	-18	0.7	-4	3.4	-4
15	-4	-0.5	-12	-0.5	4

Part of the list above, with values under each structure.
Second line of a record – Cardiac RTF inh, cardiac RTF act, Rtt109 HAT inh, dFosB activator, PvdQ acylase, Keap1 Nrf2 FP, Mot1-301 SUMO, CDK5 inh, NSD2 HMT inh, LANA DNA inh, PfHsp90 yeast 2
2) CCN(CC)S(=O)(=O)c1cccc(NC2=NCC(C)S2)c1 (stereo not given)
 : -8, -3, -4, -6, -6, -2, -6, 0.2, 1, -0.1, .
3) O=C(C(c1ccccc1)c1ccccc1)N1CCCc2ccccc21
 : -19, -8, -5, 0, -4, -2, -11, 0.2, -6, 2.4, -26
4) O=C(Nc1ccccc1Oc1ccccc1)C1=COCCO1
 : 4, -1, 2, -2, -2, -2, 13, -0.2, 10, -2.6, 31

Continued.
#	structure	Cardiac RTF inh	cardiac RTF act	Rtt109 HAT inh	dFosB activator	PvdQ acylase	Keap1 Nrf2 FP
16	O=c1nc(N2CCOCC2)ccn1-c1nc(-c2ccccc2)sc1-c1ccccc1	1	3	4	-16	-11	-2
17	CSS(=O)(=O)c1cccc2cccnc12	.	.	132*	2	0	-3
18	CCc1noc(C)c1C(=O)N1CCN(S(=O)(=O)c2ccc(Br)cc2)CC1	-3	-6	6	-10	-8	-5
19	O=[N+]([O-])c1ccc(OCCn2cncn2)cc1	-1	4	.	6	1	0
20	Cc1ccc(C2=NOC(C)(c3nnc(-c4ccccc4)o3)C2)cc1 (stereo not given)	-1	-2	2	-1	-1	-1
21	CN(C)CC(C)(C)CNS(=O)(=O)c1ccc(Cl)cc1	8	2	1	-3	-2	2
22	CC(C)(C)c1ccc(S(=O)(=O)N2CC(C(=O)O)Oc3ccc(Cl)cc32)cc1 (stereo not given)	-4	3	4	-11	-9	0
23	COc1cc(C(=O)OCC#N)ccc1OCc1c(C)noc1C	-17	6	-2	-5	-6	-2
24	CC1(C)Oc2ccc3ccc(=O)oc3c2/C(=C/NNC(N)=O)C1=O	-2	-2	-3	4	17	4
25	CC(C)OCCCNC(=O)c1ccc(CS(=O)(=O)c2cccc(C(F)(F)F)c2)o1	-6	-4	2	0	12	-1
26	CCOCCCNC(=O)c1ccc2c(=O)n(Cc3ccc(OC)cc3)c(=O)[nH]c2c1	2	-2	-7	-2	-6	-1
27	CCN(C(=O)CSc1ncccn1)C1CCS(=O)(=O)C1 (stereo not given)	6	0	-1	-1	-2	2
28	Cc1cc(Oc2ccc(Cl)cc2)nc(-c2ccccc2O)n1	1	2	9	-1	-8	1
29	Cc1ccc(S(=O)(=O)CCC(=O)OC(C)C(=O)NC2CCCCC2C)cc1 (stereo not given)	7	-2	5	-8	-9	1
30	O=C(NC1CCCCC1)C(=S)NCCc1ccccc1	-2	3	-5	-5	-19	-1

#	Mot1-301 SUMO	CDK5 inh	NSD2 HMT inh	LANA DNA inh	PfHsp90 yeast 2
16	-9	0.5	-2	38	-25
17	-27	-0.1	-3	0.1	10
18	-7	-9.1	-2	1.2	23
19	8	-0.5	-2	2.8	-5
20	25	1.3	.	-0.9	.
21	10	-0.3	2	0.6	21
22	5	-2.2	-1	0.3	-14
23	0	1.3	-2	-2.3	7
24	-12	0.1	2	-1.2	19
25	4	0.3	1	0.8	-9
26	-10	0.3	-3	1.9	3
27	-5	0.0	0	-0.9	-18
28	3	1.1	.	-2.4	14
29	12	-0.1	-3	-1.3	29
30	-12	0.5	-6	-0.8	.

Further records.
#	structure	Cardiac RTF inh	cardiac RTF act	Rtt109 HAT inh	dFosB activator	PvdQ acylase	Keap1 Nrf2 FP
31	Cc1cccc(OCc2nnc(SCC(=O)O)n2-c2ccccc2)c1	0	12	1	4	-12	-2
32	CC(C)C(=O)Nc1nnc(S(=O)(=O)N2CCc3ccccc32)s1	-7	0	-12	-1	-2	3
33	Cc1cccc(NC(=O)Nc2cccc(Oc3c(F)c(F)c(F)c(F)c3F)c2)c1	0	-27	27	-7	8	-3
34	CCOc1ccccc1OCCOCCOc1c(Cl)cccc1Cl	-6	-3	6	-4	7	1
35	CSC1=NC(C)(C)C=C(/C=C/c2ccc(Cl)cc2)N1	-13	4	9	-5	-13	-8
36	O=C(CSc1nnnn1-c1cccc2c1CCCC2)N1CCCCC1	-3	0	.	-8	-3	4
37	CC(C)Cc1nnc(NC(=O)CCC(=O)NC2CC2)s1	-18	-1	-7	-3	-3	5
38	O=Nc1c(O)c2ccccc2c2ccccc12	-4	-2	2	2	-9	2
39	COc1ccc(NC(=S)N(CCc2c(C)[nH]c3ccc(C)cc23)Cc2cccnc2)cc1	0	-2	28	-1	11	-4
40	CCOC(=O)c1c(S(=O)(=O)N2c3ccccc3CC2C)c(C)n(C)c1C (stereo not given)	-8	0	-27	-14	-12	0
41	NS(=O)(=O)c1ccc(CCNC(=O)c2cnc(Cl)c(Cl)c2)cc1	7	-5	5	-5	-2	-1
42	CC(C)[C@H](NC(=O)N1CC(=O)Nc2ccccc21)C(=O)N[C@H](C(=O)O)c1ccccc1	-8	1	-4	-2	-2	-2
43	CCOC(=O)c1c(C)[nH]c(C)c1C(=O)CSc1nc2ccccc2c(=O)n1-c1ccc(C)cc1	-2	3	6	7	2	-4
44	CCN(CC)CCn1c(O)c(N=O)c2ccccc21	-4	-1	8	7	-6	-1
45	Cc1nc(C)c(-c2ccc(SCc3ccc([N+](=O)[O-])cc3)nn2)s1	-1	-6	0	-1	1	2

#	Mot1-301 SUMO	CDK5 inh	NSD2 HMT inh	LANA DNA inh	PfHsp90 yeast 2
31	+	-1.2	-1	1.0	1
32	-10	2.0	.	0.1	-1
33	6	-2.6	40	1.3	2
34	-8	0.5	3	1.5	4
35	34	-5.9	13	-1.7	7
36	1	-0.5	-1	-0.8	-30
37	223	2.2	-1	4.2	0
38	664*	1.1	.	-1.3	111*
39	16	0.6	.	-0.7	-1
40	-17	-0.9	4	-0.9	-2
41	-20	0.9	-5	2.9	-3
42	7	0.9	0	-0.8	15
43	.	0.5	0	-1.3	-7
44	20	-0.5	4	3.2	-1
45	-2	0.1	1	0.8	5

Single records, from the list above:
Record of `Cc1nc(C)c(-c2ccc(SCc3ccc([N+](=O)[O-])cc3)nn2)s1` : Cardiac RTF inh: -1; cardiac RTF act: -6; Rtt109 HAT inh: 0; dFosB activator: -1; PvdQ acylase: 1; Keap1 Nrf2 FP: 2; Mot1-301 SUMO: -2; CDK5 inh: 0.1; NSD2 HMT inh: 1; LANA DNA inh: 0.8; PfHsp90 yeast 2: 5
Record of `CCOC(=O)c1c(C)[nH]c(C)c1C(=O)CSc1nc2ccccc2c(=O)n1-c1ccc(C)cc1` : Cardiac RTF inh: -2; cardiac RTF act: 3; Rtt109 HAT inh: 6; dFosB activator: 7; PvdQ acylase: 2; Keap1 Nrf2 FP: -4; Mot1-301 SUMO: .; CDK5 inh: 0.5; NSD2 HMT inh: 0; LANA DNA inh: -1.3; PfHsp90 yeast 2: -7
Record of `Cc1cccc(NC(=O)Nc2cccc(Oc3c(F)c(F)c(F)c(F)c3F)c2)c1` : Cardiac RTF inh: 0; cardiac RTF act: -27; Rtt109 HAT inh: 27; dFosB activator: -7; PvdQ acylase: 8; Keap1 Nrf2 FP: -3; Mot1-301 SUMO: 6; CDK5 inh: -2.6; NSD2 HMT inh: 40; LANA DNA inh: 1.3; PfHsp90 yeast 2: 2

(more compounds)
#	structure	Cardiac RTF inh	cardiac RTF act	Rtt109 HAT inh	dFosB activator	PvdQ acylase	Keap1 Nrf2 FP
46	O=C(NCC(c1cccnc1)N1CCN(c2ccc(F)cc2)CC1)OCc1ccccc1 (stereo not given)	6	2	2	-6	-9	-3
47	Cc1cc(=O)[nH]c(SCC(=O)Nc2ccc3c(c2)CCC3)c1C#N	-4	5	2	2	-14	4
48	COc1ccc(C(=O)OCC2CC(c3ccccc3)=NO2)cc1OC (stereo not given)	-1	-5	.	-4	-1	-1
49	Cc1cccc(C)c1NC(=O)C1C2C=CC(C2)C1C(=O)O (stereo not given)	-9	-5	1	2	-20	-3

#	Mot1-301 SUMO	CDK5 inh	NSD2 HMT inh	LANA DNA inh	PfHsp90 yeast 2
46	.	0.5	-1	0.4	16
47	81	0.2	-2	0.4	-28
48	-2	1.3	0	-2.0	-1
49	-10	2.2	-14	2.1	14
